Assay outcomes from PubChem.
A549 viability: A549 cytotoxicity, counter-screen for Nrf2 inhibitors. A549 ARE-Fluc cells, CellTiter-Fluor viability, 18-24 h. Potency, µM (doses to about 46 µM), for the others: top-dose activity change, negative = cytotoxicity, most hits filed as inhibitors. 390,000 compounds, 0.16% hits. AID 504648; note: potency is the fitted concentration of half-maximal effect; % is set by controls: 0 for no effect and ±100 for the full control effect
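A549 ARE-Fluc cells in 5% FBS OPTI-MEM, 5000 cells/well, rested 2 h then exposed to compounds in concentration-response for 18-24 h at 37 °C. Viability by CellTiter-Fluor fluorescence (Ex 405/Em 525) after 30 min; luciferase luminescence (BugLite, 15 min, RT) read afterwards.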
HepG2 tox: HepG2 cytotoxicity, counter-screen for TGF-b inhibitors | HepG2 CAGA-GFP viability, ATP luminescence, 18 h | Potency, µM (series often up to 46.1 µM), for the others: at the top dose activity change, negative = cytotoxicity, hits mostly cytotoxic | 410,000 compounds, 0.76% hits | AID 588856; note: potency is the fitted concentration of half-maximal effect; some results filed as inactive show a strong effect at the top dose
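CellTiter-Glo luminescence gave cytotoxicity after 18 hours at 37 degrees C. The cells were HepG2 CAGA-GFP in 1% FBS DMEM, stimulated with 500 pg/mL TGF-beta after compound addition. %Activity was normalised to no-cell wells (complete cell-killing) and DMSO (no toxicity), and curves were fitted and classified.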
IL-2 act: activators of IL-2. IL-2 activation reporter assay, cell-based qHTS; stimulated with anti-CD3/CD4/CD28 beads; in transgenic mouse T cells. activation, % (series mostly up to about 46 µM). 360,000 compounds, 0.065% hits; in the data active = activation above about 50%; inconclusive = mostly about 30% to 49%; note: 0% is about no effect
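Readout: EGFP and DsRed signals by fluorescent plate cytometry. Unstimulated transgenic mouse T cells received compound 60 min before antibody-bead stimulation, then incubated 18 h at 37 degrees C.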
S2 tox: viability counter-screen for ATXN expression inhibitors; S2 cells (HEK-293 line with an ATXN2-luciferase reporter) viability, CellTiter-Fluor protease fluorescence, 24 h; Potency, µM (top dose mostly 56.7 µM), usual class: cytotoxic; 400,000 compounds, 0.49% hits; AID 651635; note: potency is the fitted concentration of half-maximal effect; nearly all actives have a fitted effect of over 40% in size
Nrf2 inh: Nrf2 pathway inhibition; A549 ARE-Fluc reporter, luciferase luminescence, 18-24 h; Potency, µM (titrated, usually from 46 µM), inactives show top-dose activity change, negative = inhibition, most hits filed as inhibitors; AID 504444; 360,000 compounds, 2.1% hits; note: potency is the fitted concentration of half-maximal effect; % is set by controls: 0 for no effect and ±100 for the full control effect; nearly all actives have a fitted effect of over 60% in size
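Quantitative HTS in A549 cells stably bearing an antioxidant response element-firefly luciferase construct. Inhibition of Nrf2-driven transcription was scored by luminescence after 18-24 h of compound exposure at 37 °C.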
Nrf2 ARE act: activators of Nrf2 (ARE) signaling; AREc32 ARE-luciferase reporter (MCF7-derived line), luminescence, 24 h; Potency, µM (top dose mostly 46.1 µM), for the others: at the top dose activation, usual class: activators; 410,000 compounds, 0.31% hits; note: potency is the fitted concentration of half-maximal effect; % of control where 0% means no effect; nearly all actives have a fitted effect of over 65% in size
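Steps: seed AREc32_Fluc cells (1000/well, 5% FBS OPTI-MEM); incubate overnight at 37 deg C; add 23 nL compound; incubate 24 hr; add Steady-Glo; hold 30 min RT; read luminescence.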
TGFb SMAD3 inh: inhibitors of TGF-b signaling. HepG2 CAGA-GFP TGF-b/SMAD3 reporter, GFP fluorescence, 18 h; TGF-beta stimulated, 500 pg/mL final. Potency, µM (top dose mostly 46.1 µM), for inactives: at the highest dose activity, negative = inhibition, hits mostly inhibitors. 410,000 compounds, 1.2% hits; note: potency is the fitted concentration of half-maximal effect; % is set by controls: 0 for no effect and ±100 for the full control effect; nearly all actives have a fitted effect of over 65% in size
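TGF-beta reporter screen: HEPG2 CAGA-GFP, 1% FBS, 500 pg/mL TGF-beta final, 18 h; per-cell GFP summed per well; curves fitted and categorized by class.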
EPAC2 agonist: EPAC2 (human) agonism; Q8WZA2; EPAC2 activation, biochemical qHTS; response scale: 100% = 6.5 mM cAMP response; Potency, µM (doses to about 154 µM), without a hit: at the highest dose activation, hits mostly activators; 360,000 compounds, 0.079% hits; note: potency is the fitted concentration of half-maximal effect; nearly all actives have a fitted effect of over 50% in size
Target sequence (Q8WZA2 whole entry, looked up): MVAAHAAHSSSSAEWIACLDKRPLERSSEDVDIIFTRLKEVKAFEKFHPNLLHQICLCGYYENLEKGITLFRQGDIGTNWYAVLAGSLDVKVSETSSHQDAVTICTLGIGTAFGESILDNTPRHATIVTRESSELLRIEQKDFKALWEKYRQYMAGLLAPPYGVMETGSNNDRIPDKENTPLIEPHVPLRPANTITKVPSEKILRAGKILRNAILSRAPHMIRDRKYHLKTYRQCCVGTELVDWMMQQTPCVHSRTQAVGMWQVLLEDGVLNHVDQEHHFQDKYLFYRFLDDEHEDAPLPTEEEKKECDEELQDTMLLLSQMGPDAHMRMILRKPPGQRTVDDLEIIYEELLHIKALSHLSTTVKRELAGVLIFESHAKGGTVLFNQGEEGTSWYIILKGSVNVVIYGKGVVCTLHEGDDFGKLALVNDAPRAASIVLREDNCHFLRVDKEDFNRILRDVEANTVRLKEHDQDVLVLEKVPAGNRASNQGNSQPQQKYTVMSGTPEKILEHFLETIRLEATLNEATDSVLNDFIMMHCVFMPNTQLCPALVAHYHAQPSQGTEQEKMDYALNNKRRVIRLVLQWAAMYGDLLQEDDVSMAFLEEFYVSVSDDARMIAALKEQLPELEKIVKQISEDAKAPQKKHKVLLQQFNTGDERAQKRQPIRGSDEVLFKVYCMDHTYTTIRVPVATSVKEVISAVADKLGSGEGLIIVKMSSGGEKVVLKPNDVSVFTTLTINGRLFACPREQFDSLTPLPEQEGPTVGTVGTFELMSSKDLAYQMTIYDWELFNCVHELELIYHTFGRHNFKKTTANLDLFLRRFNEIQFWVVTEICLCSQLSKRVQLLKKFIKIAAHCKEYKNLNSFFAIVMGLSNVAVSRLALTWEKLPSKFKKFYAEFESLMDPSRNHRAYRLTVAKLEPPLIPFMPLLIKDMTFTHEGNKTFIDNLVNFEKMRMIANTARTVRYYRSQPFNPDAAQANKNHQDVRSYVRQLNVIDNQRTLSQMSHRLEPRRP
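Fluorescence exchange assay: 100 nM EPAC2 with 250 nM RAP1B-BODIPY-GDP and 50 uM GDP; compounds tested as a concentration-titration series (qHTS). Loss of Rap1-bound BODIPY-GDP fluorescence read at 480/540 nm; data normalized to 6.5 mM cAMP.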
ATXN2 expr inh: ATXN2 expression inhibition; 360,000 compounds, 0.72% hits; AID 1745845; HEK-293 ATXN2-luciferase reporter, luminescence, 24 h; Potency, µM (highest dose often 57 µM), without a hit: top-dose activity change, negative = inhibition, actives largely listed as inhibitors; note: potency is the fitted concentration of half-maximal effect; % is set by controls: 0 for no effect and ±100 for the full control effect; nearly all actives have a fitted effect of over 55% in size
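ATXN2-luciferase reporter cells (luciferase flanked by upstream and downstream ATXN2 gene portions) were treated 24 h at 37 °C with compounds at up to 57 uM. SteadyGlo luminescence gave expression; GF-AFC fluorescence gave viability.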
* = called active by the depositor; i = inactive; ? = inconclusive; nt = not tested or not shown; & = joins results of further samples; [ ] = another dose, or the depositor's remark. Unless noted, calls come from the whole dose curve; as a rule, active = well fitted curve in the direction sought with a large enough effect; inconclusive = small, poorly fitted or top-dose-only effect, or another doubt; inactive = no such curve, though single readings can be large; an effect the other way counts as inactive or inconclusive.

SMILES | A549 viability | HepG2 tox | IL-2 act | S2 tox | Nrf2 inh | Nrf2 ARE act | TGFb SMAD3 inh | EPAC2 agonist | ATXN2 expr inh
COc1ccc(-c2noc(-c3cccs3)n2)cc1OC | 0% | -27% | -2.9 | i | ? | ? | 16% | 7% | 86%[activator]
Nc1c(-c2ccccc2)c(CSc2nc3ccccc3[nH]2)nn1-c1ccc(Cl)cc1 | ? | 7% | 0.0 | ? | ? | -0.3% | 0% | 9% | -24%
CC(=O)c1cccc(NC(=O)Nc2ccc3c(c2)N(C)C(=O)CS3)c1 | -1% | -46% | 1.7 | ? | 13µM* | 0.1% | -21% | 4% | ?
Cc1ccc(SCc2cc(=O)n3[nH]cnc3n2)cc1 | 2% | -17% | -4.2 | i | -6% | -0.5% | -13% | -4% | -3%
CCOc1ccc(NS(=O)(=O)c2ccc3[nH]c(=O)cc(C(=O)O)c3c2)cc1 | 9% | -6% | -1.2 | i | -10% | 0.4% | -3% | 9% | -13%
CN1CCN(c2cc(=O)n(C3CCCCC3)c(=O)[nH]2)CC1 | 16% | -21% | 1.1 | i | 6% | 0.5% | -20% | 2% | -3%
COc1ccc(N(C)C(=O)C2CCN(S(=O)(=O)c3cccc4nsnc34)CC2)cc1 | 2% | -11% | -0.8 | i | 8.2µM* | 2.7% | -24% | 5% | -7%
Cn1c(-c2ccccc2)c(C(=O)CC#N)c2ccccc21 | 9% | -14% | -2.0 | i | ? | -0.2% | -17% | 3% | -23%
COC(=O)c1cc(S(=O)(=O)NCC2CCN(Cc3ccc(F)cc3)CC2)c[nH]1 | 6%&0% | -16%&1% | -1.2 | i | -5%&-23% | 0.4%&-0.5% | 1%&-3% | 9% | -13%&-12%
CCN1C(=O)CC(C(=O)Nc2ccc(F)cc2)SC1=Nc1cccc(OC)c1 (configuration not stated) | 3% | 0% | -0.2 | i | -15% | 0.3% | -21% | 8% | -18%
Fc1ccc(N2C(=S)SC(=Nc3ccccc3)C2=Nc2ccccc2)cc1 | 0% | -11% | -0.3 | i | 1% | 5.2% | 3% | 6% | 19%
CCOC(=O)C1CCN(C(=O)C2CCCCC2)CC1 | 0% | 0% | -1.0 | i | 0% | 0.2% | -9% | -8% | -5%
Cc1ccc(-n2[nH]c(C)c(C=NCc3ccncc3)c2=O)cc1 | 1% | -109% | -0.3 | i | ? | 10% | -9% | -1% | 29%
CC(C)CCNC(=O)C(=O)NCc1ccccc1 | 0% | -22% | 0.3 | i | 11% | -0.4% | 0% | 3% | 3%
O=C(Nc1cccc(C(F)(F)F)c1)c1cccnn1 | 0% | -5% | 0.3 | i | ? | 5.9% | 3% | -5% | 1%
Cc1nc(CCNC(=O)CC2C(=O)NCCN2Cc2ccccc2)nc2c1CCC2 (configuration not stated) | 9% | -1% | -0.6 | i | 14% | 0.1% | 30% | 0% | -10%
Cc1ccc(/C=C2/SC(=S)N(CCCC(=O)Nc3ccc(O)cc3)C2=O)cc1 | ? | -52% | 0.5 | ? | 9.2µM* | 2.5% | ? | -3% | 2.5µM*
N#C/C(C(=O)Oc1ccccc1)=C1/Nc2ccccc2-c2ccccc21 | 0% | 2% | 0.7 | i | -25% | 2.8% | 20% | 7% | -11%
CCOc1ccccc1NC(=O)C(Sc1ccccc1)c1ccccc1 (configuration not stated) | -12% | 11% | -0.8 | i | ? | 0.9% | ? | 2% | 5%
Cc1cccc(-c2cccc(NC(=O)C3CCCN(C(=O)c4ocnc4C)C3)c2)c1 (configuration not stated) | -6% | 2% | -4.6 | i | 14% | 0.7% | -1% | 15% | 2%
COc1ccc(NC(=O)N(Cc2cc3ccc(OC)cc3[nH]c2=O)CC2CCCO2)cc1 (configuration not stated) | -20% | 4% | -0.3 | i | ? | 0.1% | 6% | 2% | -19%
CCC(=O)c1ccccc1OCCSc1nc(C)cc(=O)[nH]1 | 3% | 0% | 0.6 | i | 8% | -0.2% | -16% | 5% | 1%
Cc1cc(C)cc(OC(=O)N2CCOCC2)c1 | -4% | -1% | -0.9 | i | 2% | -0.5% | ? | 0% | 2%
Cc1ccc(C(=O)N2CCCC(N3CCN(c4ccccc4F)CC3)C2)s1 (configuration not stated) | -13% | 0% | 1.5 | i | -11% | 0.8% | -16% | -3% | -9%
O=C(NC(=S)NNS(=O)(=O)c1ccccc1)c1ccc([N+](=O)[O-])cc1 | 2% | -9% | -0.5 | ? | -13% | -0.3%[9.22 µM] | 0% | -6% | -11%
CCc1ccc(NC(=O)CC2C(=O)N(c3ccc(C)cc3)C(=O)N2CCc2ccncc2)cc1 (configuration not stated) | -13%&-18% | -17%&-42% | -2.1 | ? | -3%&0% | 0.1%&-0.4% | ? | -6% | -22%&-20%
Cc1ccccc1-n1c(C)nnc1SCC(=O)N(C)C1CCS(=O)(=O)C1 (configuration not stated) | 1% | 15% | 0.0 | i | 5% | -0.3% | 5% | 3% | 0%
O=C(CCc1ccc(O)cc1)c1c(O)cc(O)cc1O[C@@H]1O[C@H](CO)[C@@H](O)[C@H](O)[C@H]1O | 0% | -3% | 0.0 | i | 19% | 0.4% | 4% | 2% | 3%
CN(C)/C=C(\C#N)C(=O)N/N=C/c1ccccc1 | 3% | -6% | -3.4 | i | ? | 0.3% | -9% | -3% | 12%
CCOC(=O)c1cnn(-c2ccccc2)c1-c1ccncc1 | -1% | -1% | 15 | i | -23% | -0.9% | -4% | 1% | -7%
O=C(Nc1ccc(S(=O)(=O)Nc2ncccn2)cc1)c1ccc2ncsc2c1 | -6% | -19% | 0.5 | i | -13% | 0.1% | -16% | 3% | nt
O=C(Nc1ccc(N2CCN(C(=O)c3ccc(Cl)cc3)CC2)cc1)c1ccc2c(c1)OCCO2 | -11% | -6% | -0.8 | ? | 6.5µM* | -0.3% | ? | 9% | ?
Cc1ccc2cc(CNC(C)(C)C)c(=O)[nH]c2c1 | 1% | 3% | 2.2 | i | -6% | -0.7% | 27% | -82%[inhibitor][15.6 µM] | -11%
COCCn1c(SCC(=O)Nc2cccnc2Cl)nc2cc(Cl)ccc2c1=O | -9% | -1% | 0.0 | i | -19% | -0.1% | 11% | 11% | -8%
COc1ccc(-c2cn3nc(N4CCCC(C(=O)NCc5ccccc5Cl)C4)sc3n2)cc1 (configuration not stated) | 0% | 0% | nt | nt | ? | 4.3% | 0% | nt | nt
O=C(Cc1ccccc1)Nc1ncccn1 | -1% | -4% | -0.8 | i | 0% | -1.5% | -8% | 2% | 8%
COC(=O)/C=c1/s/c(=C(/C#N)C(=O)N2CCCCC2)n(-c2ccccc2)c1=O | 3% | -11% | 0.2 | i | -7% | 15% | 11% | -5% | -5%
Cc1ccc(OCC(=O)NNC(=S)NC(=O)c2cccs2)c(C)c1 | 3% | 0% | 1.7 | i | -10% | 0.0% | 0% | -11% | 8%
Cc1ccc(CN2C(=O)CCC2(C)c2nnnn2Cc2ccccc2)cc1 (configuration not stated) | nt | nt | -0.2 | i | nt | 0.1% | nt | 3% | 5%
CCC(=O)N1CCN(c2ccc(NC(=O)c3cccs3)cc2)CC1 | -4% | 8% | -1.3 | i | 13% | 0.2% | 4% | 10% | 17%
CCN1C(=O)Cc2cc(S(=O)(=O)N3CCOCC3)ccc21 | -3% | -2% | -1.0 | i | 13% | -0.6% | 8% | -3% | -20%
COCCNC(=O)CSc1cn(CC(=O)N2CCCCCC2)c2ccccc12 | 0% | -18% | nt | nt | ? | 3.1% | ? | nt | nt
O=C(NC1CCCC1)C1c2ccccc2OCC(=O)N1CCc1c[nH]c2ccccc12 (configuration not stated) | nt | nt | 0.9 | ? | nt | 1.1% | nt | 7% | 15%
COc1ccc(N2CCN(c3nc4ccccc4n3CC(=O)c3ccccc3)CC2)cc1 | -16% | -23% | 0.3 | nt | 6% | 0.2% | -8% | 14% | nt
COc1ccc(C(=O)Nc2ccc3nc(SCC(=O)N4CCOCC4)sc3c2)cc1 | -2% | 4% | nt | nt | 1% | 1.2% | 0% | nt | nt
CCC1Oc2ccc(C)cc2N(CC(=O)NCCN2CCCCCC2)C1=O (configuration not stated) | 1% | -18% | -0.6 | i | 9% | -0.5% | -20% | 6% | -6%
O=C(/C=C/c1ccco1)N1CCN(S(=O)(=O)c2ccccc2)CC1 | 3% | -24% | 0.7 | i | 8% | 18% | -3% | 4% | -5%
Cn1c2c(c(=O)n(C)c1=O)C(c1ccc(Br)cc1)C(C#N)=C(N)N2 (configuration not stated) | 0% | -7% | 0.5 | i | -17% | 0.1% | 3% | -5% | nt
CC(=O)Nc1ccc(NC(=O)CSc2nnc(NC(=O)C3CC(=O)N(c4ccccc4)C3)s2)cc1 (configuration not stated) | 13% | -3% | 6.0 | i | 18% | 0.0% | -8% | 2% | 9%
O=C(CCN1C(=O)C2C3C=CC(C3)C2C1=O)Nc1nccs1 (configuration not stated) | -2% | 1% | -3.9 | i | 29% | -0.8% | ? | 0% | 1%

Sorted by SMILES length (rising): 3 of the compounds above.
SMILES | A549 viability | HepG2 tox | IL-2 act | S2 tox | Nrf2 inh | Nrf2 ARE act | TGFb SMAD3 inh | EPAC2 agonist | ATXN2 expr inh
O=C(Nc1cccc(C(F)(F)F)c1)c1cccnn1 | 0% | -5% | 0.3 | i | ? | 5.9% | 3% | -5% | 1%
O=C(CCN1C(=O)C2C3C=CC(C3)C2C1=O)Nc1nccs1 (configuration not stated) | -2% | 1% | -3.9 | i | 29% | -0.8% | ? | 0% | 1%
CCOc1ccc(NS(=O)(=O)c2ccc3[nH]c(=O)cc(C(=O)O)c3c2)cc1 | 9% | -6% | -1.2 | i | -10% | 0.4% | -3% | 9% | -13%
